High-throughput results (PubChem)
UDG counterscr: UDG inhibition counter-screen; FRET deamination/UDG coupled assay, UDG read, 4 h; Potency, µM (doses to about 115 µM), inactives show at the top dose activity change, negative = inhibition, most hits filed as inhibitors; 91,000 tested, 0.14% active; note: nearly all actives have a fitted effect of over 65% in size
AID inhibitor: activation induced cytidine deaminase inhibition; 91,000 tested, 0.32% active; AID 1347428; Potency, µM (top dose mostly 115 µM), for inactives: top-dose activity change, negative = inhibition, hits mostly inhibitors; Q9GZX7; AID deamination FRET fluorescence, UDG-coupled, 4 h; note: nearly all actives have a fitted effect of over 25% in size
Target sequence (Q9GZX7 whole entry, looked up): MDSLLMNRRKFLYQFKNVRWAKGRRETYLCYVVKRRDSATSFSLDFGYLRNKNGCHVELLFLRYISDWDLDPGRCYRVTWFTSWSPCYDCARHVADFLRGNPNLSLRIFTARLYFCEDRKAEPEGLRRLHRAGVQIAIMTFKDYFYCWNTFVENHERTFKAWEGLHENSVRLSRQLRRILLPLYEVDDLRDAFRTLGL
* hit, by the source's call; u = inconclusive; [ ] = another dose, or the depositor's remark. Calls come from the whole dose curve; as a rule, active = well fitted curve in the direction sought with a large enough effect; inconclusive = small, poorly fitted or top-dose-only effect, or another doubt; inactive = no such curve, though single readings can be large; an effect the other way counts as inactive or inconclusive. % is set by controls: 0 for no effect and ±100 for the full control effect; potency is the fitted concentration of half-maximal effect. An excerpt (hit frequency here may not be typical).

(1) COc1ccc(OC)c(-n2nnc(C(=O)NCc3ccco3)c2N)c1
(2) Cc1ccc2oc(-c3ccc(Br)cc3)nc2c1
(3) Cc1ccc(C(=O)Nc2ccc(-c3nc4ccccc4o3)cc2)cc1Cl
(4) COC(=O)c1ccc(COc2ccc3ccccc3c2)o1
(5) CCC(C)S(=O)(=O)c1oc(-c2ccc(F)cc2)nc1S(=O)(=O)c1ccc(F)cc1 (configuration not stated)
(6) Cc1ccc(C)c(S(=O)(=O)c2cn(C)c3cc(F)c(F)cc3c2=O)c1
(7) CS(=O)(=O)n1nc(-c2ccco2)nc1NCc1ccccc1Cl
(8) Cc1ccc(-c2nc(N)sc2CC(=O)OCC(=O)N(CCC#N)c2ccc(F)cc2)cc1
Assay by compound	1	2	3	4	5	6	7	8
UDG counterscr	-5%	-10%	7%	-9%	-10%	-6%	-4%	-2%
AID inhibitor	3%	2%	-1%	1%	-12%	-8%	8%	-5%

(9) CC(C)c1ccc(NC(=O)CSC2=Nc3ccccc3C3=NC(CCC(=O)NCc4cccs4)C(=O)N23)cc1 (configuration not stated)
(10) O=C(OCc1cccc(Cl)c1)c1cc(Cl)c[nH]1
(11) CCCCN(Cc1ccccc1)c1ccc(NS(=O)(=O)c2ccc(C)cc2C)cc1C(=O)O
(12) CCCNC(C)c1cc2ccccc2o1 (configuration not stated)
(13) CC1CCN(CCC(=O)O)CC1
(14) CC(C)NC(=O)c1nc(-c2cccc3[nH]ccc23)no1
(15) O=C(Nc1cccc(OC2CCCC2)c1)C1CCCO1 (configuration not stated)
(16) CSc1cccc(NS(=O)(=O)c2ccc3[nH]cc(C(=O)N4CCCC4)c(=O)c3c2)c1
Assay by compound	9	10	11	12	13	14	15	16
UDG counterscr	-29%	3%	7%	8%	4%	9%	9%	-7%[57.5 µM]
AID inhibitor	-14%	2%	-3%	4%	3%	7%	0%	0%

(17) CC(C)(C)C(=O)COC(=O)c1cc(-c2ccccc2)c(N2CCOCC2)s1
(18) CC1=C(C(=O)Nc2ccc(C(=O)NCc3ccc(OC(C)C)cc3)c(Cl)c2)SCCO1
(19) Cc1ccc(C)c(CSc2cn(CC(=O)N3CCCC3)c3ccccc23)c1
(20) Cc1ccc(C(=O)C(C)Oc2ccccc2Cl)cc1 (configuration not stated)
(21) Cc1ccc(C)c(N2CCN(CCCNC(=O)C3COc4ccccc4C3)CC2)c1 (configuration not stated)
(22) Cn1cc(S(=O)(=O)N2CCCCC2)cc1C(=O)N1CCN(c2ccccc2F)CC1
(23) O=C(N/N=C/C=C/c1ccccc1[N+](=O)[O-])NC1CCCCC1
(24) CCCCN(CC)C(=O)CSc1nc2n[nH]c(C)c2c(=N)n1-c1cccc(C)c1
Assay by compound	17	18	19	20	21	22	23	24
UDG counterscr	4%	-7%	-17%	-3%	-8%	-11%	0%	-3%[57.5 µM]
AID inhibitor	-1%	-8%	8%	-10%	3%	-14%	-8%	-22%

(25) CC(C)CCN(CC(N)=O)C1CC1
(26) CCc1ccc(CNC(=O)CSc2cc(=O)n(C)c3ccc(Cl)cc23)cc1
(27) COc1ccccc1C(=O)Nc1cccc(C(=O)OCc2cc(=O)n3cc(C)sc3n2)c1
(28) COc1ccc(S(=O)(=O)Nc2nc3ccccc3nc2NCc2ccccc2)cc1
(29) O=C(c1ccc2c(c1)N(Cc1ccc(Cl)cc1)C(=O)c1ccccc1S2(=O)=O)N1CCCCC1
(30) CCONC(=O)c1ccc(OC)cc1O
(31) CCOc1ccccc1NC(=O)C(=O)Nc1ccc2nc3n(c(=O)c2c1)CCCCC3
(32) C#CC[N+](C)(C)C/C=C(\Cl)C(=C)Cl
Assay by compound	25	26	27	28	29	30	31	32
UDG counterscr	-6%	-7%	-7%	-1%	-16%	-3%	-3%[57.5 µM]	3%
AID inhibitor	-3%	-5%	9%	24%	u	3%	-2%	37%[activator]

(33) CCn1c2ccccc2c2cc(CN3CCN(Cc4cccc(Cl)c4)CC3)ccc21
(34) CN1CCN(C(CNC(=O)c2ccccc2)c2ccc3c(c2)OCO3)CC1 (configuration not stated)
(35) CCc1ccc2c(c1)[C@]1(C(=O)N2)N2CCC[C@H]2[C@@H](C(=O)c2ccc(F)cc2)[C@]12C(=O)Nc1ccccc12
(36) COc1ccccc1CNC(=O)CSc1cc(C)[nH]c(=O)n1
(37) O=c1cc(-c2ccccc2)sc2nnc(-c3ccc(Cl)cc3)n12
(38) Cc1ccc(Cl)cc1NC(=O)N1CCN(C)c2ncccc21
(39) Cc1ccc(NC(=O)Cn2c(=O)n(CCCCCC(=O)NCc3ccc(F)cc3)c(=O)c3sccc32)c(C)c1
(40) COc1cccc(CNC(=O)C(C)Oc2cccc(C)c2)c1 (configuration not stated)
Assay by compound	33	34	35	36	37	38	39	40
UDG counterscr	-9%	6%	1%	-7%	-1%	-12%	-23%	1%
AID inhibitor	1%	1%	0%	88%[activator]	-7%	9%	-4%	0%

Compound profiles, as listed above. Order of values: UDG counterscr | AID inhibitor
COc1ccccc1CNC(=O)CSc1cc(C)[nH]c(=O)n1 across the screens: -7% | 88%[activator]
Cc1ccc(NC(=O)Cn2c(=O)n(CCCCCC(=O)NCc3ccc(F)cc3)c(=O)c3sccc32)c(C)c1 across the screens: -23% | -4%

Going on with the list:
(41) O=C1Nc2ccccc2Oc2cc(Oc3ccc(Cl)cc3)ccc21
(42) Cn1c(=O)c2c(ncn2CC(=O)N(C2CCCCC2)C2CCS(=O)(=O)C2)n(C)c1=O (configuration not stated)
(43) CSc1ccc(/C=C(\C#N)C(=O)Nc2ccc(C)cc2)cc1
(44) O=C(CSc1nc2c([nH]c3ccccc32)c(=O)n1-c1ccc(F)cc1)NCc1ccc(F)cc1
(45) Cc1c(C(=O)OC(C)C)sc(NC(=O)C2c3ccccc3Oc3ccccc32)c1C#N
(46) Cn1cc(/C=C2/CC(=O)N(c3ccccc3)C2=O)c2ccccc21
(47) Cc1ccc(NC(=O)Cn2c(=O)cc(C(=O)N3CCCC3)c3ccccc32)cc1F
(48) Cc1cc(SCc2ccc(Cl)cc2)nc2ccccc12
Assay by compound	41	42	43	44	45	46	47	48
UDG counterscr	-12%	-9%	6%	-2%	-6%	-5%	4%	9%
AID inhibitor	6%	-6%	5%	6%	-3%	0%	-6%	4%

(49) CC(=O)c1cccc(NC(=O)C2=CC(c3ccco3)=NS(=O)(=O)N2C)c1
(50) Cc1ccc(CNc2oc(COc3ccc(C)cc3)nc2C#N)cc1
(51) O=C(O)c1ccc(CNCc2ccc(-c3ccccc3)o2)cc1
(52) COc1ccc(-c2cn3c(n2)sc2cc(C(=O)N4CCCCC4)ccc23)cc1
(53) Cc1ccccc1CNC(=O)c1ccc(-n2c(C)cc3c2CCCC3)cc1
(54) CCN(CC)CCNC(=O)Cn1ncc2c([nH]c3ccccc32)c1=O
(55) N#Cc1cccc(OCC(=O)c2ccc3c(c2)OCCO3)c1
(56) CC(=O)c1cccc(S(=O)(=O)NCC(=O)O)c1
Assay by compound	49	50	51	52	53	54	55	56
UDG counterscr	1%	-8%	-6%	-11%[57.5 µM]	-15%	-11%[57.5 µM]	3%	9%
AID inhibitor	1%	3%	-6%	u	-10%	2%	-2%	5%

(57) COc1ccc(C(=O)Nc2ccc3c(c2)N(C2CCCC2)C(=O)c2ccccc2S3)cc1OC
(58) O=C(COC(=O)c1ccc2ccccc2n1)c1ccccc1
(59) Cc1cccc(OCc2nc(CC(=O)Nc3ccc(C)cc3C)cs2)c1
(60) Cn1c(CSc2nccn2-c2ccccc2)nc2c1c(=O)[nH]c(=O)n2C
(61) O=[N+]([O-])c1cccc(Nc2nc(-c3ccccc3)nc3ccccc23)c1
(62) Cc1cc2c3ccc(C)n3ccn2c1
(63) CN1CCCCC1CCn1cnc2c1c(=O)n(C)c(=O)n2C (configuration not stated)
(64) COc1ccc(OC)c(-c2csc(NC(=O)c3nn(C)c(=O)c4ccccc34)n2)c1
Assay by compound	57	58	59	60	61	62	63	64
UDG counterscr	u	3%	1%	10%	8%	15%	11%	7%
AID inhibitor	-10%	4%	12%	4%	3%	33%[activator]	15%	-7%

(65) CC(=O)c1cccc(Oc2ccc(C#N)c(C#N)c2)c1
(66) O=S(=O)(Cc1ccccc1)Nc1cc(F)cc(F)c1
(67) Nc1nonc1C(=O)NCc1ccccc1
(68) O=C(O)/C(=C/c1cccc(OCc2ccccc2)c1)c1cccs1
(69) Cc1cccc(C)c1-n1nnnc1SCC(=O)NCC1(N2CCOCC2)CCCCC1
(70) Cc1ccc2c(c1)NC(c1cccnc1)=NC(c1ccc(F)cc1)=N2
(71) Cc1cccc(C(=O)Nc2ccccc2N2CCOCC2)c1
(72) CCc1ccccc1NC(=O)c1oc(=O)c2ccccc2c1-c1ccccc1
Assay by compound	65	66	67	68	69	70	71	72
UDG counterscr	2%	3%	-6%	-2%	-18%	u	1%	-1%
AID inhibitor	4%	3%	-7%	-4%	-21%	-14%	4%	-9%

(73) O=C(Nc1ccc(F)c(F)c1)c1ccc(=O)n(Cc2ccc(F)cc2)c1
(74) O=C(/C=C/c1ccc(Cl)cc1)c1cc(Cl)cc(Cl)c1O
(75) O=S(=O)(Nc1cccc(-c2ccc(N3CCCC3)nn2)c1)c1ccccc1C(F)(F)F
(76) Cc1ccc(SC(Sc2ccc(C)cc2)(C(=O)c2ccccc2)C(=O)c2ccccc2)cc1
(77) O=C(COCc1cc(-c2ccc3c(c2)OCO3)on1)Nc1cc(C(F)(F)F)ccc1Cl
(78) CC(C)c1ccc(NC(=O)Cn2nnc(C(=O)NCc3ccc(Cl)cc3)c2N)cc1
(79) COc1ccc(-c2cc(C(C)=O)c(C)n2CCC(=O)Nc2cc(Cl)ccc2C)cc1
(80) CC1CCc2onc(C(=O)N3CCN(c4cccc(C(F)(F)F)c4)CC3)c2C1 (configuration not stated)
Assay by compound	73	74	75	76	77	78	79	80
UDG counterscr	3%	-2%	6%	10%	11%	-1%	6%	-10%
AID inhibitor	5%	-3%	5%	2%	9%	2%	10%	-13%

Part of the list above, with two lines to a compound.
Each structure is followed by: UDG counterscr	AID inhibitor
13) CC1CCN(CCC(=O)O)CC1
  4%	3%
14) CC(C)NC(=O)c1nc(-c2cccc3[nH]ccc23)no1
  9%	7%
15) O=C(Nc1cccc(OC2CCCC2)c1)C1CCCO1 (configuration not stated)
  9%	0%
16) CSc1cccc(NS(=O)(=O)c2ccc3[nH]cc(C(=O)N4CCCC4)c(=O)c3c2)c1
  -7%[57.5 µM]	0%
17) CC(C)(C)C(=O)COC(=O)c1cc(-c2ccccc2)c(N2CCOCC2)s1
  4%	-1%
18) CC1=C(C(=O)Nc2ccc(C(=O)NCc3ccc(OC(C)C)cc3)c(Cl)c2)SCCO1
  -7%	-8%
19) Cc1ccc(C)c(CSc2cn(CC(=O)N3CCCC3)c3ccccc23)c1
  -17%	8%
20) Cc1ccc(C(=O)C(C)Oc2ccccc2Cl)cc1 (configuration not stated)
  -3%	-10%
21) Cc1ccc(C)c(N2CCN(CCCNC(=O)C3COc4ccccc4C3)CC2)c1 (configuration not stated)
  -8%	3%
22) Cn1cc(S(=O)(=O)N2CCCCC2)cc1C(=O)N1CCN(c2ccccc2F)CC1
  -11%	-14%
23) O=C(N/N=C/C=C/c1ccccc1[N+](=O)[O-])NC1CCCCC1
  0%	-8%
24) CCCCN(CC)C(=O)CSc1nc2n[nH]c(C)c2c(=N)n1-c1cccc(C)c1
  -3%[57.5 µM]	-22%
25) CC(C)CCN(CC(N)=O)C1CC1
  -6%	-3%
26) CCc1ccc(CNC(=O)CSc2cc(=O)n(C)c3ccc(Cl)cc23)cc1
  -7%	-5%
27) COc1ccccc1C(=O)Nc1cccc(C(=O)OCc2cc(=O)n3cc(C)sc3n2)c1
  -7%	9%
28) COc1ccc(S(=O)(=O)Nc2nc3ccccc3nc2NCc2ccccc2)cc1
  -1%	24%
29) O=C(c1ccc2c(c1)N(Cc1ccc(Cl)cc1)C(=O)c1ccccc1S2(=O)=O)N1CCCCC1
  -16%	u

Next part
(81) COC(=O)c1ccc(/C=N/Nc2ccc(S(N)(=O)=O)cc2[N+](=O)[O-])cc1
(82) O=C1CN(C(=O)COc2ccc(F)cc2F)c2ccccc2N1
(83) COC(=O)c1cc2oc3ccccc3c2n1CC(=O)Nc1ccc(C)cc1Cl
(84) COc1ccc(-c2onc(C)c2C)cc1S(=O)(=O)Nc1ccc(OC(F)(F)F)cc1
(85) Cc1ccc(NC(=O)CN2C(=O)CCn3nc(-c4cccn4C)cc32)c(Cl)c1
(86) Cc1nn(-c2ccc(N3CCCCC3)nn2)c(C)c1CCC(=O)Nc1cccc(F)c1
(87) CCC(=O)N1CCc2cc(S(=O)(=O)NC(Cc3ccccc3)C(=O)O)ccc21 (configuration not stated)
(88) COc1ccc(-c2cc3nc(-c4ccc(Br)cc4)cc(C(F)(F)F)n3n2)cc1
(89) CCOc1cccc2c(C)nc(Nc3nc(C)c(Cc4ccc(C)cc4)c(=O)[nH]3)nc12
Assay by compound	81	82	83	84	85	86	87	88	89
UDG counterscr	-9%	4%	4%	1%	-9%	3%[57.5 µM]	5%[57.5 µM]	-9%	2%
AID inhibitor	-13%	15%	-3%	6%	34%	-14%	11%	-10%	2%
